Source: PubChem (several laboratories)
P. falciparum M17LAP: P. falciparum M17LAP inhibitors, primary screen, biochemical, fluorogenic H-Leu-NHMec substrate, 1536-well (AID 1619); recombinant M17LAP, H-Leu-NHMec fluorogenic kinetic assay; higher % means a stronger effect; one-dose inhibition, % at 30 µM; IC50 in µM for titrated hits; 0.38% of 220,000 active;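 active = compound inhibiting the enzyme by more than half at any dose during confirmatory dose-response retesting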;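 note: plate controls were full reaction with DMSO carrier for no effect and no enzyme background for full effect; strong numbers were not always called active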
PMI inhibition: MPI inhibition at elevated mannose 6-phosphate – biochemical, fluorescence intensity, high mannose 6-phosphate, primary screen (AID 1220); inhibition, % at 20 µM; hits with a dose series show IC50 in µM; 0.66% of 190,000 active; recombinant PMI enzyme, coupled fluorescence intensity; higher % means a stronger effect
Yfh1-off respiration: enhancers of respiration in Yfh1-depleted yeast, dose response, Friedreich's ataxia, plus single-dose screen (AID 1465). fold induction at 50 µM; hits with a dose series show EC50 in µM. S. cerevisiae Yfh1-off respiration, WST-1 reduction, 72 h; higher fold induction means a stronger effect. 0.074% of 220,000 active;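 active = fold induction of absorbance versus untreated yeast above a set limit, then at least 30% activation at any dose in follow-up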;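 note: activators that raise dye reduction in frataxin-depleted yeast; strong numbers were not always called active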
P. falciparum M1AAP: P. falciparum M1AAP inhibitors, biochemical, fluorogenic H-Leu-NHMec substrate, 1536-well (AID 1445); recombinant M1AAP, H-Leu-NHMec fluorogenic kinetic assay; higher % means a stronger effect; inhibition, % at 30 µM; hits with a dose series show IC50 in µM; 0.42% of 220,000 active;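 active = primary inhibition above the hit cutoff, then over 50% inhibition at one or more dose response concentrations, cut at about 23% in these data, passing the limit was not always enough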;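 note: plate controls were DMSO full reaction for no effect and no enzyme background for full effect; strong numbers were not always called active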
XIAP displacement: small molecules displacing peptide from XIAP – biochemical, IAP family, fluorescence polarization (AID 1018). 0.007% of 200,000 active. XIAP BIR domain, fluorescence polarization peptide displacement; higher % means a stronger effect. displacement, % at 20 µM, or IC50 in µM where a hit was titrated; in the data active = displacement above about 50%; note: a part of the inactive calls stands beside numbers as strong as those of hits
TNAP activators: stimulation of alkaline phosphatase TNAP activity – biochemical, luminescent, no phosphate acceptor, uHTS, primary screen (AID 1001); purified TNAP, luminescent activation assay, no phosphate acceptor; higher activation fold means a stronger effect; one-dose activation fold at 20 µM; EC50 in µM for titrated hits; 0.03% of 200,000 active; in the data active = activation fold from about 3, or a potency from the dose series; inactive = the rest, 99 in 100 with activation fold below about 1.6; note: many of its hits are not listed in these tables
LYP phosphatase: PTPN22 lymphoid phosphatase activity blockers – biochemical, fluorescence intensity, uHTS (AID 1779); 0.054% of 290,000 active; recombinant LYP phosphatase, fluorescence intensity; higher % means a stronger effect; inhibition, % at 11.5 µM; hits with a dose series show IC50 in µM;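 note: plate controls were vehicle with enzyme for no effect and no enzyme for full effect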
WT yeast gro inh: growth inhibition of WT yeast, mitochondrial fusion screen. inhibition, % at 10 µM. 2.1% of 190,000 active. mitochondrial fusion phenotypic screen, WT strain; in the data active = inhibition above about 58%; tested in S. cerevisiae
PMI inhibitors: MPI enzyme activity inhibition – biochemical, fluorescence intensity, coupled assay, primary screen (AID 1209). purified PMI enzyme, coupled fluorescence intensity; higher % means a stronger effect. 0.42% of 190,000 active. one-dose inhibition, % at 20 µM; IC50 in µM for titrated hits;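 note: plate controls were DMSO vehicle for no effect and wells lacking substrate for full effect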
WT yeast gro inh mutant strain: further read-out of WT yeast gro inh, marked with its call; inhibition, %; mitochondrial fusion phenotypic screen, mutant strain inhibition
Starred values were filed as active, the others as inactive; i = inactive; x = not tested or not shown. Cut-off read from the data, not from the text of the source, unless noted: active = inhibition above about 50%; inactive = the rest.

SMILES | P. falciparum M17LAP | PMI inhibition | Yfh1-off respiration | P. falciparum M1AAP | XIAP displacement | TNAP activators | LYP phosphatase | WT yeast gro inh | WT yeast gro inh mutant strain | PMI inhibitors
CCn1c(COc2ccccc2C)nnc1SCC(=O)CC(=O)Nc1ccccc1 | 1% | -7% | i | -6% | -4.4% | 1.1 | 5% | 44 | -5 | -10%
O=C(CNC(=O)c1cccc(F)c1)OCC(=O)N1CCCc2ccccc21 | 23% | -4% | i | 1% | -0.8% | 1.1 | -5% | -5 | 1 | 2%
Cc1cc(C)c(C(=O)CSc2nc(C)cc(C)c2C(N)=O)c(C)c1 | 4% | -3% | i | 0% | -6.3% | 1.1 | -4% | 1 | 5 | 5%
CCC(=O)Nc1c(S(=O)(=O)c2ccccc2)c2nc3ccccc3nc2n1Cc1ccccc1 | -5% | 38% | i | 19% | -3.4% | 1.2 | -4% | -18 | -9 | 27%
CCOc1ccc(-c2nc3n(c(=O)c2C#N)CCS3)cc1 | -2% | 5% | i | 4% | -4.5% | 1 | -7% | -1 | -15 | 14%
Cn1c(SCCCC(=O)c2ccc(F)cc2)nnc1-c1ccncc1 | 2% | -17% | i | -1% | -7.8% | 1 | -7% | x | x | -24%
O=C1CC(N(CCc2ccccc2)C(=S)Nc2ccccc2)C(=O)N1c1ccc(Br)cc1 (stereo not given) | -9% | 14% | i | 0% | 1.2% | 1.1 | 2% | 70* | 65* | 26%
COC(=O)c1ccc(N=c2sc(C(=O)OC)cc(=O)n2C)cc1 | 1% | 0% | i | 3% | -5.7% | 1.1 | 2% | 4 | 9 | 7%
O=C(CCn1c(=O)oc2ccccc21)NCCC1=CCCCC1 | -4% | x | i | 5% | x | x | -9% | x | x | x
COCCN(C(=O)C1CC1)c1nnc(-c2ccc(C)cc2)s1 | 3% | 3% | i | -5% | -1.6% | 1.1 | 7% | 2 | 3 | 7%
CCOC(=O)/C(C#N)=N/Nc1ccccc1C#N | -11% | x | i | 7% | x | x | -3% | x | x | x
Cc1nn(-c2ccccc2)c(N2CCCC2)c1/C=N/NC(=O)c1ccccc1O | 12% | -3% | i | 5% | -2.4% | 1 | 0% | 7 | 0 | 0%
COc1cc(C2CC(C(F)(F)F)n3ncc(C(=O)O)c3N2)cc(OC)c1OC (stereo not given) | -15% | 16% | i | 6% | -2.3% | 1.1 | 1% | -10 | -15 | 20%
Cc1ccc(-n2c3c(c(=O)[nH]c2=O)C(NS(=O)(=O)c2ccc(C)cc2)(C(F)(F)F)C(=O)N3)cc1 (stereo not given) | 43% | 5% | i | 9% | -3.8% | 1.1 | -9% | -6 | -32 | 2%
CCOC(=O)C1=C(C)NC(=O)NC1c1ccc(OC(=O)c2ccco2)c(OC)c1 (stereo not given) | -4% | 4% | i | 3% | -7.2% | 1.1 | -5% | -17 | -12 | 9%
Cc1ccc(NC(=O)c2c([N+](=O)[O-])c(C(C)(C)C)nn2C)c(C)c1 | -9% | 5% | i | -1% | 3.7% | 1.1 | -2% | 6 | 4 | 5%
COc1ccc(-c2nc(CC(=O)O)cs2)cc1 | 22% | 12% | i | 4% | -4.7% | 1.1 | 2% | 8 | -2 | 14%
C(=N\c1nc2ccccc2n1CCN1CCCCC1)/c1ccc2c(c1)OCO2 | 0% | 3% | i | 8% | -1.4% | 1 | -1% | 5 | 30 | 2%
Cn1c(SCC(=O)c2ccc(O)c(O)c2)nnc1-c1cccs1 | 9% | x | i | 11% | x | x | -8% | x | x | x
CCS(=O)(=O)N1CCC(C(=O)NCCc2ccc(OC)c(OC)c2)CC1 | 2% | 1% | i | 3% | -3.0% | 1.1 | -4% | -15 | -10 | -2%
CCC/C(O)=C1\C(=O)CC(c2ccccc2)CC1=NC(C)C(=O)O (stereo not given) | 2% | 4% | i | 1% | -2.7% | 1.1 | 2% | 0 | 13 | -6%
O=C(OCc1cncs1)c1ccccc1Cl | 0% | 1% | i | -2% | -1.1% | 1 | -1% | -15 | 2 | 1%
COc1ccc(N=C2SC(CC(=O)Nc3ccc(OC)cc3OC)C(=O)N2C)cc1 (stereo not given) | 11% | 0% | i | 20% | -8.2% | 1 | -8% | -2 | -5 | 3%
O=C(CCN1CCCCC1)Nn1c(=S)[nH]c2ccccc2c1=O | 10% | 0% | i | -3% | 1.8% | 1 | 0% | -6 | -12 | -4%
O=C(C#Cc1ccccc1)c1ccc([N+](=O)[O-])cc1 | 7% | -4% | x | 5% | 1.0% | 1.2 | -3% | 48 | 63 | -6%
O=C(CN(C(=O)CSc1nc2ccccc2o1)c1cccc(F)c1)NC1CCCCC1 | 9% | 15% | i | 1% | 0.4% | 1.1 | 5% | 12 | 7 | 15%
CCOc1ccc(C(=O)NCC(=O)N2CCC(C)CC2)cc1OCC | 19% | -11% | i | 4% | -0.1% | 1.1 | -7% | -8 | -17 | -8%
Cc1ccccc1Cn1ccc(NC(=O)c2nn3cccnc3c2Cl)n1 | 22% | 6% | i | 3% | -2.8% | 1.1 | 0% | -12 | -16 | 12%
O=C(Nc1ccc2c(c1)OCO2)c1c(F)c(F)c(F)c(F)c1F | -8% | 9% | i | 0% | -3.9% | 1 | -2% | 8 | 1 | 13%
CC(C)Oc1ccc(N2CC(C(=O)NC3=NCCS3)CC2=O)cc1 (stereo not given) | x | -6% | i | x | -3.8% | 1 | -8% | 11 | 0 | -2%
Cc1cc(C(=O)CSc2nncn2C)c(C)n1-c1ccccc1 | 0% | 2% | i | 0% | -2.0% | 1.1 | 0% | 4 | -12 | -1%
Cc1c(C(=O)NCc2ccc3c(c2)OCO3)oc2ccc(S(=O)(=O)N3CCCCC3)cc12 | 0% | 5% | i | -1% | -0.7% | 1.1 | 6% | 5 | -6 | 7%
Cc1ccccc1N1CCN(S(=O)(=O)N(C)C)CC1 | -5% | 0% | i | 0% | -4.1% | 1.1 | 0% | -7 | -4 | -4%
COc1ccc(OCC#CCN2CC(C)OC(C)C2)cc1 (stereo not given) | -3% | 3% | i | 1% | -4.7% | 1.1 | -7% | 2 | 15 | 8%
Cc1ccc(CCNC(=O)C2CCCN(S(=O)(=O)c3cccc4nsnc34)C2)cc1 (stereo not given) | -8% | 3% | i | -3% | -5.5% | 1.1 | -8% | -1 | 6 | 9%
S=C(c1ccc(N2CCCC2)c(Br)c1)N1CCCCC1 | -1% | 18% | i | -13% | -0.1% | 1.1 | 0% | 56 | 43 | -8%
CC(=O)Nc1ccc(NC(=O)C2CC(=O)N(c3cccc(C)c3C)C2)cc1 (stereo not given) | 12% | 13% | i | -1% | -4.0% | 1.1 | -6% | 5 | -3 | 10%
COCCCNC(=O)c1ccc(Cn2c(=O)c3ccccc3n(Cc3cc(C)ccc3C)c2=O)cc1 | -1% | 3% | i | 7% | 7.3% | 1 | 9% | -2 | -2 | 9%
Cc1nnc(N/N=C/c2ccccc2O)n1N | 16% | 52%* | i | 4% | -2.1% | 1.9 | -4% | -24 | -4 | 20%
CCOc1ccccc1-c1nc(-c2ccncc2)no1 | 5% | 4% | i | 16% | -3.1% | 1.1 | -1% | -16 | -1 | 4%
CCN1CCN(c2nc3ccccc3n3cnnc23)CC1 | 10% | x | i | 3% | x | x | 5% | x | x | x
COc1c(S(=O)(=O)NCCCN2CCOCC2)ccc(Cl)c1Cl | 1% | x | i | 0% | x | x | -2% | x | x | x
Cc1cc2c(=O)oc(-c3ccccc3Br)nc2s1 | 3% | x | i | -4% | x | x | -3% | x | x | x
O=C(Nc1ccc(NC(=O)c2cccs2)cn1)c1ccccc1 | -2% | -13% | i | -3% | -2.0% | 1.1 | -9% | -7 | -26 | -8%
C/C=C/Cn1c(SC)nc2c1c(=O)[nH]c(=O)n2C | 1% | 11% | i | -3% | -7.5% | 1 | -2% | -9 | 1 | 11%
Cn1c(N)c(C(=O)CCl)c(=O)n(C)c1=O | -8% | -53% | i | -8% | -2.8% | 0.9 | -1% | 3 | 3 | -14%
CC(C)NC(=O)C1CCN(C2CCN(Cc3ccc4cccc(F)c4n3)CC2)CC1 | 2% | -3% | i | 5% | -4.1% | 1.1 | -6% | 9 | 13 | 4%
Clc1ccc(C[n+]2cc(-c3ccc(Cl)cc3)n3c2CCC3)cc1 | -3% | x | i | 5% | x | x | -5% | x | x | x
COc1ccccc1-c1noc(CSc2nc(N)cc(=O)[nH]2)n1 | 0% | 2% | i | 5% | -11% | 1 | -12% | 5 | 5 | 6%
Cc1ccsc1C1CC(=O)OC2=C1C(=O)CC(C)(C)C2 (stereo not given) | -4% | -4% | i | 3% | -6.7% | 1.1 | -2% | -1 | -3 | -2%
O=C(O)c1nc(N2CCCC2)ncc1Cl | -3% | -5% | i | 2% | -2.5% | 1.1 | -9% | 2 | -14 | 0%
O=C(O)c1nccnc1C(=O)NCc1csc2ccc(Cl)cc12 | 8% | x | i | 2% | x | x | -4% | x | x | x
CCn1c(SCC(=O)Nc2ccccc2C(=O)OC)nnc1-c1cccc(C)c1 | 8% | -2% | i | 11% | -3.0% | 1.2 | -3% | -22 | -52 | -2%
Cc1ccc(/C=C2\Oc3cc(OC(=O)N4CCOCC4)ccc3C2=O)cc1 | 2% | 3% | i | -5% | 0.1% | 1.1 | 1% | 12 | -7 | 12%
CCN(C(=O)c1cc2ccccc2oc1=O)c1cccc(C)c1 | 4% | 2% | i | -3% | -5.4% | 1 | -8% | 21 | 4 | 4%
COc1ccc(NC(=O)c2ccc(-c3ccc(OC)cc3)s2)cc1 | 14% | -13% | i | 3% | -0.5% | 1.2 | 0% | -3 | -2 | -9%
COc1cccc(NC(=O)COC(=O)c2cc(S(=O)(=O)N3CCOCC3)ccc2C)c1 | -9% | 5% | i | 5% | -21% | 1.1 | -6% | -5 | -14 | 10%
COc1ccc(C(=O)C[n+]2ccc3c(c2)nc(-c2ccccc2)n3C)cc1 | 7% | -3% | i | 3% | -1.0% | 1.1 | -3% | 18 | 18 | -1%
COc1nc(NCC(C)C)nc(Oc2ccc(=O)n(-c3ccccc3)n2)n1 | -6% | 3% | i | 5% | -1.7% | 0.9 | -2% | -1 | 5 | -12%
CCOc1ccccc1CNc1ccc(N2CCOCC2)c(C(=O)O)c1 | -5% | 22% | i | 7% | -20% | 0.8 | -1% | 8 | -7 | 26%

3 successive records out of the list so far, quoted:
SMILES | P. falciparum M17LAP | PMI inhibition | Yfh1-off respiration | P. falciparum M1AAP | XIAP displacement | TNAP activators | LYP phosphatase | WT yeast gro inh | WT yeast gro inh mutant strain | PMI inhibitors
CCN1CCN(c2nc3ccccc3n3cnnc23)CC1 | 10% | x | i | 3% | x | x | 5% | x | x | x
COc1c(S(=O)(=O)NCCCN2CCOCC2)ccc(Cl)c1Cl | 1% | x | i | 0% | x | x | -2% | x | x | x
Cc1cc2c(=O)oc(-c3ccccc3Br)nc2s1 | 3% | x | i | -4% | x | x | -3% | x | x | x
